Compound activity as filed in PubChem.
POLB inh: blocks human DNA polymerase beta activity. P06746. Pol beta primer extension/strand displacement, fluorescence kinetic. Potency, µM (titrated, usually from 114 µM), for inactives: top-dose activity change, negative = inhibition, most hits filed as inhibitors. 1.3% of 340,000 active; note: potency is the fitted concentration of half-maximal effect; % is set by controls: 0 for no effect and ±100 for the full control effect
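Reaction started by 50 nM substrate onto compound-treated Pol beta (10 nM, 15 min preincubation, room temperature); plates read at 0 min and 10 min. Normalized concentration-effect data fitted by four-parameter Hill equation.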
Anesthetic bind: binds horse apoferritin like a general anesthetic | apoferritin/1-aminoanthracene competitive binding, fluorescence | 0.074% of 350,000 active | P02791 | Potency, µM (doses to about 77.5 µM), for the others: at the highest dose activity change, negative = displacement, actives largely listed as inhibitors; note: potency is the fitted concentration of half-maximal effect; % is set by controls: 0 for no effect and ±100 for the full control effect; nearly all actives have a fitted effect of over 20% in size
Target sequence (P02791 2-175 limits assumed): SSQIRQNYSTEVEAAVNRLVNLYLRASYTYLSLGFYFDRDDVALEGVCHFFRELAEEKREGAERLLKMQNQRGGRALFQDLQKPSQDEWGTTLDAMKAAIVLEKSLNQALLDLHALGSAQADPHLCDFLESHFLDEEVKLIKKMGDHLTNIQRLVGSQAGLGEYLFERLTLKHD
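Steps: apoferritin (10 uM) was premixed with half-saturated 1-AMA in PBS, compounds were pin-transferred, plates stood 10 min at room temperature, fluorescence was read at 380/535 nm, and curves were fitted with a Hill equation.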
Pol eta inh: blocks human DNA polymerase eta activity | recombinant Pol eta, fluorescent DNA replication assay | 1.2% of 390,000 active | Q9Y253 | Potency, µM (top dose mostly 114 µM), for inactives: top-dose activity change, negative = inhibition, actives largely listed as inhibitors; note: potency is the fitted concentration of half-maximal effect; % is set by controls: 0 for no effect and ±100 for the full control effect
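Pol eta at 10 nM preincubated with compounds 15 min at room temperature; reaction started with fluorescent substrate (50 nM final) and read kinetically at 0 and 10 min.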
RXFP1 antag: RXFP1 (human) relaxin receptor antagonism; HEK293-RXFP1, relaxin-stimulated cAMP HTRF, 30 min; stronger effect = lower value; activity change, negative = inhibition, % at 57.5 µM; 0.59% of 350,000 active; AID 1259400;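 active = activity change of -60% or lower, but not beyond a set lower limit; inconclusive = change between -60% and -40%, or beyond the set limit; inactive = change above -40%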; note: % is set by controls: 0 for no effect and ±100 for the full control effect
Target sequence (Q9HBX9 whole entry, looked up): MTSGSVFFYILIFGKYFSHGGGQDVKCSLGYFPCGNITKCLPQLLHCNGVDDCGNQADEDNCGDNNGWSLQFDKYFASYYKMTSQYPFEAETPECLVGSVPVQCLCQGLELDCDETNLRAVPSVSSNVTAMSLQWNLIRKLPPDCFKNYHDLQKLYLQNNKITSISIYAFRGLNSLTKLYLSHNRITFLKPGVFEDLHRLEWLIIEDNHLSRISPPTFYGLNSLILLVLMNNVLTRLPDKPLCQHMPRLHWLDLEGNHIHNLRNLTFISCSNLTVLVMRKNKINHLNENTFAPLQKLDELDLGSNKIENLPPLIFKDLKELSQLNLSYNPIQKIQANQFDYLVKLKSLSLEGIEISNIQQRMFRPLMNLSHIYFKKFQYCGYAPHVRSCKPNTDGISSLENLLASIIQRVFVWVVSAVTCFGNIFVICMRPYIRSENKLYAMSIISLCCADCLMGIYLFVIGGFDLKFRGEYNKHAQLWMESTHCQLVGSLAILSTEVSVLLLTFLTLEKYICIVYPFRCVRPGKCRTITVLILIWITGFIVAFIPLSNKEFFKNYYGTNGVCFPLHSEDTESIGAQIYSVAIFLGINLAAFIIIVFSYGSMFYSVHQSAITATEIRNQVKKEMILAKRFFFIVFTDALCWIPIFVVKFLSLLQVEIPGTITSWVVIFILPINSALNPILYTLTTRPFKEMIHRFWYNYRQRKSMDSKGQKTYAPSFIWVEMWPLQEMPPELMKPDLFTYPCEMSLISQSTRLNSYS
Pol kappa inh: inhibitors of human DNA polymerase kappa; Potency, µM (highest dose often 107 µM), for inactives: at the highest dose activity, negative = inhibition, usual class: inhibitors; Q9UBT6; 0.53% of 400,000 active; purified Pol kappa, fluorescent DNA synthesis assay, 10 min; note: potency is the fitted concentration of half-maximal effect; % is set by controls: 0 for no effect and ±100 for the full control effect
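10 nM Pol kappa was preincubated with compounds for 15 min at room temperature. Reaction started with 50 nM (final) substrate. Fluorescence read kinetically at 0 and 10 min.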
Tb PGK inh: T. brucei PGK inhibition; AID 602233; 0.043% of 380,000 active; PGK/GAPDH coupled, Kinase-Glo luminescence, 60 min; Potency, µM (titrated, usually from 57.5 µM), for the others: at the top dose activity change, negative = inhibition, actives largely listed as inhibitors; note: potency is the fitted concentration of half-maximal effect; % is set by controls: 0 for no effect and ±100 for the full control effect; nearly all actives have a fitted effect of over 60% in size
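Recombinant glycosomal PGK reaction used 1,3-bisphosphoglycerate generated in-well by GAPDH (100nM final) in 100mM TEA pH 7.6, 5mM MgCl2, 0.01% Tween-20. After 60 minutes at room temperature, ATP was read by Kinase-Glo Plus luminescence end-point.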
BLM inh: Bloom syndrome helicase (human) inhibition; P54132; recombinant BLM DNA unwinding, fluorescence dequenching; Potency, µM (series often up to 56.1 µM), for the others: top-dose activity change, negative = inhibition, most hits filed as inhibitors; 0.2% of 350,000 active; AID 2528;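 note: potency is the fitted concentration of half-maximal effect; plate controls were vehicle for no effect and no enzyme for full effect; nearly all actives have a fitted effect of over 35% in size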
Pol iota inh: blocks human DNA polymerase iota activity; Q9UNA4; Pol iota fluorescent replication assay, 10 min; Potency, µM (series often up to 115 µM), for the others: at the top dose activity, negative = inhibition, actives largely listed as inhibitors; 1% of 390,000 active; AID 588590; note: potency is the fitted concentration of half-maximal effect
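Fluorescent replication assay read twice, at 0 min and 10 min after adding 50 nM (final) substrate. Enzyme (10 nM) and compounds were first incubated 15 min at room temperature; enzyme-free buffer wells were negative controls.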
APEX1 inh: APE1 (human) endonuclease inhibition. P27695. recombinant APE1, TAMRA/BHQ-2 abasic DNA cleavage fluorescence. Potency, µM (titrated, usually from 65.8 µM), for the others: at the top dose activity change, negative = inhibition, actives largely listed as inhibitors. 0.35% of 350,000 active;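 note: potency is the fitted concentration of half-maximal effect; plate controls were vehicle for no effect and reference inhibitor for full effect; nearly all actives have a fitted effect of over 55% in size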
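Substrate: short duplex with […] THF abasic site, 5'-TAMRA and 3'-BHQ-2, 50 nM final. APE1 at 0.75 nM, preincubated 15 min RT with compound. Fluorescence increase from first to third read measured activity.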
Starred values were filed as active, the others as inactive; i = inactive; ? = inconclusive; nt = not tested or not shown; & = joins results of further samples; [ ] = another dose, or the depositor's remark. Unless noted, calls come from the whole dose curve; as a rule, active = well fitted curve in the direction sought with a large enough effect; inconclusive = small, poorly fitted or top-dose-only effect, or another doubt; inactive = no such curve, though single readings can be large; an effect the other way counts as inactive or inconclusive. An excerpt (hit frequency here may not be typical).

SMILES | POLB inh | Anesthetic bind | Pol eta inh | RXFP1 antag | Pol kappa inh | Tb PGK inh | BLM inh | Pol iota inh | APEX1 inh
O=C(CSc1ccc(Cl)cc1)NCC1CCCO1 (stereo not given) | -24.9% | 1.4% | -20.3% | -4.2 | -12.6% | -8.7% | 0.1% | 7.6% | 0.7%
CCc1ccc(-c2cc(C)no2)cc1S(=O)(=O)NCCc1ccc(S(N)(=O)=O)cc1 | 21.4% | -15.7% | -13.1% | -13.0 | 6.2% | i | -6.2% | -15.5% | 26.9%
NC(=O)NC(CC(=O)NNC(=O)c1ccccn1)c1ccccc1Cl (stereo not given) | nt | nt | 2.2% | -2.3 | 2.3% | 1.5% | nt | 25.0% | -2.5%
CC1Cc2ccccc2N1C(=O)CN1C(=O)COc2ccccc21 (stereo not given) | 0.4% | ? | -14.3% | 1.8 | -2.6% | 4.3% | -4.1% | 15.3% | -1.0%
CC(C)CCN1C(=O)c2ccc(C(=O)N3CCCCC3)cc2C1=O | nt | nt | -5.1% | -8.0 | -5.6% | -5.4% | nt | 28.5% | 19.4%
CCOC(=O)c1c(N)n(CCOC(=O)c2cccs2)c2nc3ccccc3nc12 | -22.9% | 374.7%[activator] | -11.5% | 9.1 | -18.2% | nt | 1.3% | 8.2% | 0.7%
Cc1nc2cc(N)ccc2n1C1CCCCC1 | 19.0% | -22.1% | 1.5% | -1.8 | ? | 9.2% | 0.9% | ? | ?
CCN(CC)S(=O)(=O)c1ccc(C(=O)Nc2cc(C)on2)cc1 | 8.7% | 3.4% | -16.2% | -11.2 | 3.5% | -1.4% | 2.9% | 21.8% | 50.4%[activator]
COC(=O)c1ccc(COC(=O)C(CCS(C)(=O)=O)N2C(=O)c3ccccc3C2=O)cc1 (stereo not given) | 5.0% | -7.2% | -21.7% | -16.7 | -13.6% | 3.1% | 3.5% | 10.4% | 3.7%
COc1ccc2nccnc2c1[N+](=O)[O-] | 3.2% | 1.6% | -26.0% | 6.0 | 5.5% | -0.3% | -0.9% | 16.6% | 2.2%
CCCN1C(=S)SC(C)(C)C1/[N+]([O-])=C/c1ccc(S(=O)(=O)NC)cc1 (stereo not given) | -2.7% | -0.3% | 6.7% | 14.6 | -14.5% | -3.0% | -1.2% | 12.4% | 13.3%
CCN1CCN(C(=O)CN2C(=O)COc3ccc(C)cc32)CC1 | -4.0% | 1.3% | -4.6% | -3.4 | 1.0% | -4.4% | -4.9% | -5.4% | 10.3%
O=C(COc1ccc(Cl)cc1)N(Cc1ccco1)C1CCS(=O)(=O)C1 (stereo not given) | 16.7% | -12.2% | -8.8% | 5.4 | -16.5% | 0.6% | -0.4% | 142.7%[activator] | -2.2%
CCOC(=O)c1cc(NC(=O)COC)ccc1O | 7.5% | 2.0% | nt | nt | nt | nt | -1.8% | nt | 9.3%
C=CC(=O)N1C/C(=C/c2ccc(Cl)cc2)C(=O)/C(=C\c2ccc(Cl)cc2)C1 | nt | nt | ? | -67.2* | -1.1% | -0.6% | nt | ? | nt
O=C(Cn1c(=O)oc2cc(S(=O)(=O)NC3CCCC3)ccc21)Nc1ccc(F)c(F)c1 | -0.8% | -14.2% | -21.2% | nt | -8.1% | -3.5% | -4.6% | 25.7% | nt
Cc1cccnc1NC(=S)NC(=O)/C=C/c1ccco1 | -10.5% | -11.4% | ? | -15.3 | -38.4% | -2.2% | -5.6% | ? | ?
CC(C)c1nc(NCCN2CCOCC2)c(C#N)c2c1COC(C)(C)C2 | -0.1% | -11.3% | -3.0% | 8.4 | -19.3% | -5.2% | -0.7% | 19.7% | 5.4%
Cc1ccc(C)c(S(=O)(=O)Nc2ccc3c(c2)CCCN3C(=O)c2cccs2)c1 | 0.9% | -6.8% | -20.5% | -1.9 | -11.5%[60.1 µM] | 4.3% | -7.5% | 6.5% | nt
COc1ccc(CNC(=O)c2cc3sccc3n2Cc2ccc(C)cc2)cc1 | 24.7% | -1.0% | -0.7% | nt | -8.3% | -5.6% | -6.6% | 5.9% | nt
CCC(C)(C)n1nnnc1CN1CCN(c2ccc(OC)cc2)CC1 | 12.4% | -5.7% | -18.0% | -11.0 | 11.7% | -7.6% | -3.5% | 14.7% | 9.4%
CN(C(=O)c1cccs1)c1ccc(OCC(=O)Nc2ccc(C(=O)O)cc2)cc1 | 24.7% | -1.7% | 1.2% | -1.8 | -9.7% | i | -7.6% | -2.8% | 2.2%
CC(=O)N1CCN(c2ccccc2NC(=O)c2cccs2)CC1 | 0.5% | -5.1% | -0.9% | 2.0 | -12.9% | 5.2% | -1.8% | 13.1% | 7.3%
CCN(CC)S(=O)(=O)c1ccc2c(c1)c(=O)c(C(=O)N1CCN(c3ccccn3)CC1)cn2C | 3.8% | 11.5% | -2.0% | 6.5 | 0.7% | i | 0.8% | 27.8% | 10.3%
Cc1ccc(S(=O)(=O)N2CCCCC2C(=O)N2CCN(C)CC2)cc1 (stereo not given) | 6.5% | -11.9% | -17.5% | -10.1 | -5.0% | -3.9% | -3.6% | 1.7% | 0.0%
Cc1cc(C(=O)CCC(=O)N2CCN(c3ccccc3)CC2)c(C)s1 | nt | nt | -24.0% | 12.5 | 6.6% | -1.5% | nt | 82.1%[activator] | 4.7%
COc1ccccc1CNC(=O)COC(=O)c1cccc(-n2cnnn2)c1 | nt | nt | -14.2% | -2.1 | 8.9% | -9.5% | nt | -8.0% | -3.9%
CC(C)(O)c1[nH]c2cc(C(F)(F)F)ccc2c1C(C)(C)O | -0.4% | -22.7% | -27.1% | nt | -14.0% | -4.2% | -1.8% | 20.5% | 20.7%
CC(Sc1cccc2cccc(C(=O)O)c12)C(=O)O (stereo not given) | 0.0% | -10.2% | -7.0% | 11.6 | -20.1% | -1.6% | -2.4% | -2.4% | 21.7%
O=C(c1cnc2ccccn2c1=O)N1CCc2ccccc21 | -0.7% | -9.1% | 2.6% | -13.6 | 20.7% | i | -3.5% | 26.1% | -0.8%
COc1cc(C)c(CNC2CCCCC2)cc1C | 5.0% | 8.6% | -0.9% | -7.5 | -6.7% | 4.8% | -7.3% | ? | 5.7%
Cc1cc(C(=O)N/N=C/c2ccc(O)c([N+](=O)[O-])c2)c(C)n1-c1ccc(F)cc1 | 20µM* | 4.2% | 8.91µM* | -8.6 | ? | -2.2% | -20.7% | ? | 9.6%
O=C(O)CSc1nc2ccccc2n1C1CCCCC1 | 3.7% | -3.7% | 1.2% | -8.7 | -7.4% | 2.7% | 2.7% | 34.9%[activator] | 1.2%
CCOC(=O)c1ccc(N2CCCCC2)c(NS(=O)(=O)c2cccc(C(F)(F)F)c2)c1 | -1.0% | -6.8% | -21.6% | 0.2 | -1.1% | -8.3% | -8.7% | 12.1% | ?
CCN(c1cccc(C)c1)S(=O)(=O)c1ccc2c(c1)CCN2C(C)=O | 27.0% | -10.4% | -13.2% | 9.7 | -4.6% | -2.8% | -5.0% | -1.4% | -6.0%
CCCCNC(=O)C(NS(=O)(=O)c1cccc2nsnc12)c1ccccc1 (stereo not given) | 20.8% | -12.3% | -11.2% | 7.7 | -2.4% | 2.9% | 1.1% | 14.7% | -1.0%
O=C(NC1CCCC1)C(c1ccsc1)N(C(=O)Cc1cccs1)c1ccccc1 (stereo not given) | -1.9% | 36.1%[activator] | -5.7% | -13.6 | -4.9% | 2.3% | 1.3% | 4.6% | -2.3%
CCOC(=O)c1csc(CCNC(=O)c2oc3c(Cl)cc(C)cc3c2C)n1 | 22.9% | -0.5% | -17.7% | 3.9 | -7.4% | -5.0% | -9.5% | 32.7%[activator] | -2.8%
COc1ccc(-c2cc(-c3ccccc3)c(C#N)c(S(C)(=O)=O)n2)cc1 | -2.2% | -20.0% | -11.3% | -4.9 | 0.6% | -10.8% | -4.6% | 10.6% | 1.9%
CCn1c(Sc2ccc(N)cc2Cl)nc2ccccc21 | -21.3% | ? | -0.2% | -7.2 | -5.9% | 3.6% | -2.3% | 21.8% | 1.2%

Four consecutive records from above, quoted:
SMILES | POLB inh | Anesthetic bind | Pol eta inh | RXFP1 antag | Pol kappa inh | Tb PGK inh | BLM inh | Pol iota inh | APEX1 inh
O=C(NC1CCCC1)C(c1ccsc1)N(C(=O)Cc1cccs1)c1ccccc1 (stereo not given) | -1.9% | 36.1%[activator] | -5.7% | -13.6 | -4.9% | 2.3% | 1.3% | 4.6% | -2.3%
CCOC(=O)c1csc(CCNC(=O)c2oc3c(Cl)cc(C)cc3c2C)n1 | 22.9% | -0.5% | -17.7% | 3.9 | -7.4% | -5.0% | -9.5% | 32.7%[activator] | -2.8%
COc1ccc(-c2cc(-c3ccccc3)c(C#N)c(S(C)(=O)=O)n2)cc1 | -2.2% | -20.0% | -11.3% | -4.9 | 0.6% | -10.8% | -4.6% | 10.6% | 1.9%
CCn1c(Sc2ccc(N)cc2Cl)nc2ccccc21 | -21.3% | ? | -0.2% | -7.2 | -5.9% | 3.6% | -2.3% | 21.8% | 1.2%

Continuation:
SMILES | POLB inh | Anesthetic bind | Pol eta inh | RXFP1 antag | Pol kappa inh | Tb PGK inh | BLM inh | Pol iota inh | APEX1 inh
Cc1ccc(S(=O)(=O)Nc2ccc(-n3cnnn3)cc2)c(C)c1 | nt | nt | -8.1% | 6.4 | 6.7% | -5.4% | nt | 19.0% | -6.7%
Fc1cccc(CNc2ncnc3ccc(-c4ccc5c(c4)OCO5)cc23)c1 | nt | nt | -22.4% | nt | 2.1% | -3.7% | nt | 8.4% | -1.6%&17.3%
CCC1Cc2cc(O)ccc2C2=C1c1ccc(O)cc1CC2CC (stereo not given) | nt | -8.0% | nt | nt | -19.4%[60.1 µM] | nt | -10.2% | nt | -1.7%
OCCC1CN(Cc2cccs2)CCN1Cc1ccccc1 (stereo not given) | ? | -4.5% | -17.0% | 9.1 | -4.9% | 11.8% | -2.7% | 70.8%[activator] | -1.5%
O=C(O)COc1ccccc1/C=C1\SC(=S)N(c2cccnc2)C1=O | ? | -3.0% | ? | -13.1 | ? | -5.1% | 0.5% | ? | ?
Cc1cccc(NC(=O)Cn2cc(S(=O)(=O)N3CCCC3)c(S(=O)(=O)N3CCCC3)c2)c1C | 10.7% | 3.6% | -8.7% | 3.3 | -16.2% | 2.6% | -0.5% | 4.7% | nt
